Screening results from PubChem.
MEKK3 PB1 HTS: modulators of MEKK3-MEK5 PB1 binding, primary screen, biochemical, wildtype MEKK3, multiplex bead flow cytometry, Alexa488-MEK5 | bead-based flow cytometry, Alexa488-MEK5 binding to MEKK3; actives lie on both sides; 0 = blocked by unlabeled MEK5, 100 = vehicle | binding response (% of control), % at 10 µM | 290,000 compounds, 1.4% hits;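 active means binding response more than 3 SD above or below the average of its plate-row segment, actives on both sides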;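 further: Alexa488 bead fluorescence after subtracting the streptavidin-only scavenger bead signal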
Target sequence (Q99759 whole entry, looked up): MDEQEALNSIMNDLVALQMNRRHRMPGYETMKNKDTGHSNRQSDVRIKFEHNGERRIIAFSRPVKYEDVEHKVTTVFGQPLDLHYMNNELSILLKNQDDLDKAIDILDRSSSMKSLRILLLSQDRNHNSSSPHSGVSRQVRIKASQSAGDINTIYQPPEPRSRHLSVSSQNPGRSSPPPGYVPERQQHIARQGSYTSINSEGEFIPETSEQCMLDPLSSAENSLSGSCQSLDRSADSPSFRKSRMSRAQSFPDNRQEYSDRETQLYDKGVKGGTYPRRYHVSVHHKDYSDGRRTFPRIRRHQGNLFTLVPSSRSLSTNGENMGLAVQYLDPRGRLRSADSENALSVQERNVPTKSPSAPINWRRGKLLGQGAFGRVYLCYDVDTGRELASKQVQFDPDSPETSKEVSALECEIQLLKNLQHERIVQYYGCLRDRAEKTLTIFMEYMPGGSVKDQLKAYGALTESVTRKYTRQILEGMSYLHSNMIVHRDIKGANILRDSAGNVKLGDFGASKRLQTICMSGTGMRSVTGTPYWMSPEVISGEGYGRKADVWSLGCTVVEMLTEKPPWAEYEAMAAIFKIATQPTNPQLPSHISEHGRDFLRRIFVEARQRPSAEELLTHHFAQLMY
SUMO HTRF inh: inhibitors of in vitro SUMOylation cascade, primary screen, biochemical, HTRF, uHTS; 290,000 compounds, 0.36% hits; HTRF SUMOylation assay, SAE1/SAE2 + UBC9; AID 2006, 2009; inhibition, % at 35 µM; in the data active means inhibition above about 50%, passing the limit was not always enough; further: strong numbers were not always called active
Target sequence (P63279 whole entry, looked up): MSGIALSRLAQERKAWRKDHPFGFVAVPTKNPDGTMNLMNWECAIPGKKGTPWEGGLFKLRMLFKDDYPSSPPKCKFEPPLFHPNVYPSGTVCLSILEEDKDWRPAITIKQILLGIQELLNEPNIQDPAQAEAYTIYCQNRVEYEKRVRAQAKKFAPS
IMP-1 inh: IMP-1 metallo-beta-lactamase inhibitors, primary screen, biochemical, epi-absorbance readout, Pseudomonas aeruginosa enzyme; metallo-beta-lactamase IMP-1 (Pseudomonas aeruginosa); purified IMP-1, nitrocefin hydrolysis, epi-absorbance fluorescence; inhibition, % at 5.6 µM; 290,000 compounds, 0.45% hits; AID 1556, 2009;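 active means inhibition above the mean plus 3 SD of all compounds in the same screening run, cut at about 4.5% in these data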;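 further: 0% = IMP-1 with DMSO and 100% = DMSO wells lacking enzyme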
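Assay system: purified IMP-1; Quantity: IMP-1 0.2 nM before substrate addition; Medium: HEPES buffer pH 7.1 with ZnSO4 and Brij 35; Incubation: 15 min enzyme–compound preincubation, then 25 min nitrocefin reaction, 25 °C; Signal: fluorescence quenching readout, ex 480/em 530 nm; Controls: DMSO with and without IMP-1; Repeats: singlicate testing.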
VIM-2 inh: VIM-2 metallo-beta-lactamase inhibitors, primary screen, biochemical, epi-absorbance readout, Pseudomonas aeruginosa enzyme; purified VIM-2, nitrocefin hydrolysis, epi-absorbance fluorescence; inhibition, % at 5.6 µM; 290,000 compounds, 0.89% hits;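 active means inhibition above the mean of all tested compounds plus 3 SD, cutoff set per screening run, cut at about 7.5% in these data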;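 further: red hydrolysis product quenches plate fluorescence so inhibitors raise well fluorescence; 0% = enzyme with DMSO and 100% = DMSO without enzyme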
HCV NS3 hel inh: inhibitors of HCV NS3 helicase, primary screen, biochemical, Cy5 molecular beacon fluorescence | Hepatitis C virus NS3 helicase | NS3 helicase DNA unwinding | inhibition, % at 10.9 µM | 290,000 compounds, 0.56% hits | AID 1800, 2009;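 active means inhibition above the mean of all tested compounds plus 3 SD, set per campaign, cut at about 35% in these data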;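 further: 0% = DMSO wells and 100% = thioflavine S control wells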
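test system = hepatitis C virus NS3 helicase domain fragment enzyme | reagent = annealed dual-labelled DNA beacon duplex, ATP-started | times = 1 h at 25 °C | detection = Cy5 fluorescence, 0 and 60 min reads | read-out basis = percent inhibition from t60/t0 fluorescence ratio | control set = DMSO and thioflavine S | replication = one well per compound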
IDE cell activ: human IDE activators in live cells, primary screen, fluorescence polarization, HEK cells, FAbeta-B substrate | Insulin-degrading enzyme (Homo sapiens), P14735 | FAbeta-B cleavage; 0% vehicle, 100% cell-free pure enzyme wells | activation, % at 5.96 µM | 340,000 compounds, 0.073% hits;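 active means activation above the mean of all tested compounds plus 3 SD, set per screening campaign, cut at about 17% in these data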
p-CIP stab down: p/CIP-EGFP fusion destabilizers, primary screen, fluorescence, F442A cells; Q05BA5; 16 h; decrease of EGFP signal, % at 10 µM; 290,000 compounds, 0.01% hits; AID 1984, 2009;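 active means EGFP signal decrease of at least 30% at 10 µM or well 3 SD below plate mean, unless failing retest; inactive means the rest, including hits failing retest or dose response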; further: some compounds called inactive have numbers as strong as hits; many of its hits are not listed in these tables
DNA FID counter: compounds displacing fluorescent DNA intercalator, primary screen, artefact control for HCV NS3 helicase inhibitor project, biochemical, FID fluorescence | DNA fluorescent intercalator displacement | inhibition, % at 7.9 µM | 290,000 compounds, 0.17% hits; in the data active means inhibition above about 37%;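 further: 0% = vehicle and 100% = reference compound; higher means more ethidium bromide displaced from hairpin DNA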
PHOSPHO1 inh: PubChem AID 1565 | recombinant PHOSPHO1, absorbance phosphatase assay | inhibition, % at 13.3 µM | 290,000 compounds, 1.1% hits; in the data active means inhibition above about 60%
Target sequence (Q8TCT1 whole entry, looked up): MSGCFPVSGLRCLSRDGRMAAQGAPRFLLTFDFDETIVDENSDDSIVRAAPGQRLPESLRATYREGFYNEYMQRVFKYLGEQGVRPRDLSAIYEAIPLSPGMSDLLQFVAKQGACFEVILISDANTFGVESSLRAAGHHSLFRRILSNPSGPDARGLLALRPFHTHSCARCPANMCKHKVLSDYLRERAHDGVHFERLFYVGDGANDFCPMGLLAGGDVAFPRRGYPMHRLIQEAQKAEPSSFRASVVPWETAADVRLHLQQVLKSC
* = called active by the depositor; . = not tested or not shown; [ ] = another dose, or the depositor's remark. Not all compounds are listed, so the mix of outcomes need not match the whole.

SMILES	MEKK3 PB1 HTS	SUMO HTRF inh	IMP-1 inh	VIM-2 inh	HCV NS3 hel inh	IDE cell activ	p-CIP stab down	DNA FID counter	PHOSPHO1 inh
CCN1CCc2c(C#N)c(N3CCOCC3)nc(N3CCOCC3)c2C1	97	18	-0.3	-3.4	3	-4	8	-1	6
CCOc1ccc2[nH]c3ncccc3c(=O)c2c1	103	25	-2.4	-2.2	7	2	-23	-5	42
CCOC(=O)CCC(NC(=O)CCCCCCCCC(=O)NC(CCC(=O)OCC)C(=O)OCC)C(=O)OCC (configuration not stated)	107	10	-2.2	-1.4	4	-2	0	-45	-3
O=C(NCc1nnc2c3ccccc3c(-c3ccccc3)nn12)c1ccccc1Cl	79	12	0.2	17*	-5	4	-14	-35	4
CC(C)c1nccn1S(=O)(=O)c1cc(Cl)ccc1Cl	109	-1	-2.2	-4.0	-4	10	4	-1	24
CCCOc1ccc(NC(N)=O)cc1OCCC	.	-2	0.6	-0.7	6	1	4	1	-27
O=C(NCc1nnc(SCC(=O)N2CCCc3ccccc32)o1)c1c(F)cccc1Cl	102	-1	0.1	-3.4	-1	0	14	-22	-5
Oc1ccc(-c2[nH]ncc2-c2cnn(-c3ccccc3)c2)c(O)c1	97	7	-2.5	-2.3	-2	2	22	-12	23
O=C(NC1CCCCCC1)C(=S)NCCc1ccccc1	87	-8	-1.4	-3.2	0	-1	-3	8	-35
COc1ccc(O)c(/C=N\NC(=O)CCn2nnc3ccccc32)c1	100	24	-2.7	-3.7	-2	-2	-15	-6	0
C/C(=N\O)C1/C(=N/O)CC2C1C2(C)C (configuration not stated)	102	18	-6.3	-2.2	0	6	-9	-3	7
O=C(c1cccc(NS(=O)(=O)c2ccc(F)c(F)c2)c1)N1CCN(C(c2ccccc2)c2ccccc2)CC1	105	-10	-2.4	-2.7	-8	3	-5	-1	-14
O=C(CN1CCN(c2ccc(F)cc2)CC1)Nc1ccc(-n2cnnn2)cc1	100	-6	0.1	0.6	7	-2	4	-3	-20
N#CCc1nc(CSc2nc3ccccc3o2)cs1	98	17	-3.6	-1.2	13	2	-4	-7	39
CCOc1ccc(-c2nnn(CCC#N)n2)cc1OC	93	17	-3.1	1.9	-8	-4	2	1	45
COCCN1CCN(C(=O)c2cc(COc3cc(C)ccc3C)on2)CC1	97	-4	-0.6	-0.4	0	-6	7	-19	29
O=C(CCc1c[nH]c2ccccc12)NCC1COc2ccccc2O1 (configuration not stated)	109	18	-0.4	-0.7	6	-2	-4	-5	-8
COc1cc(NC(=O)c2cc([N+](=O)[O-])ccc2NC(=O)CNC2CCCCC2C)cc(OC)c1 (configuration not stated)	104	-8	-2.0	-3.7	-43	10	-1	4	32
O=C(CO/N=C/c1ccccc1OC(F)F)NC1CCCC1	104	-1	-5.0	-6.6	-3	4	17	-11	-7
CC(C)CN(CC(C)C)S(=O)(=O)N1CCC(C(=O)NCCN2CCOCC2)CC1	95	18	-3.6	-0.8	-2	-4	-10	4	56

As a working copy, part of the list above:
SMILES	MEKK3 PB1 HTS	SUMO HTRF inh	IMP-1 inh	VIM-2 inh	HCV NS3 hel inh	IDE cell activ	p-CIP stab down	DNA FID counter	PHOSPHO1 inh
CCN1CCc2c(C#N)c(N3CCOCC3)nc(N3CCOCC3)c2C1	97	18	-0.3	-3.4	3	-4	8	-1	6
CCOc1ccc2[nH]c3ncccc3c(=O)c2c1	103	25	-2.4	-2.2	7	2	-23	-5	42
CCOC(=O)CCC(NC(=O)CCCCCCCCC(=O)NC(CCC(=O)OCC)C(=O)OCC)C(=O)OCC (configuration not stated)	107	10	-2.2	-1.4	4	-2	0	-45	-3

More structures.
SMILES	MEKK3 PB1 HTS	SUMO HTRF inh	IMP-1 inh	VIM-2 inh	HCV NS3 hel inh	IDE cell activ	p-CIP stab down	DNA FID counter	PHOSPHO1 inh
O=C(CNC(=S)NC(=O)c1cccs1)c1ccccc1	107	17	-3.6	-3.1	-5	4	1	-1	3
O=C(CN1CCN(c2ccccc2F)CC1)c1ccc2cc[nH]c2c1	.	8	-3.3	-2.6	2	-3	-4	-1	24
O=C1N2c3ccccc3CCc3cccc(c32)C1(O)C(F)(F)F (configuration not stated)	99	-9	-1.0	-1.0	-1	4	-21	-10	0
O=c1[nH]ncc(N/N=C\c2cccnc2)c1Cl	99	26	-3.5	-1.1	3	-2	-2	2	15
COc1ccc2[nH]cc(C(O)CN3CCN(c4ccccc4)CC3)c2c1 (configuration not stated)	98	12	-2.3	-2.8	-8	.	0	8	16
Cc1ccc(C(C)NC(=O)c2ccco2)cc1 (configuration not stated)	95	-12	-4.8	0.7	13	7	10	-2	3
C/C=C/Cn1c(N(C)Cc2ccccc2)nc2c1c(=O)[nH]c(=O)n2C	105	16	-3.1	-2.7	3	-2	-6	-27	-23
O=C(c1cccs1)c1coc2ccc(O)cc12	99	23	-7.5	-3.8	8	2	-1	-1	-6
CCOC(=O)c1sc(S(C)=O)c2c1CCc1conc1-2 (configuration not stated)	102	28	-0.1	-1.2	19	.	3	-8	-6
O=C(CCn1cnnn1)Nc1ccc(Cl)cc1Cl	102	0	-0.4	-2.3	8	7	-20	-2	30
COc1ccc(OCC(=O)Nc2c3c(nn2C(C)(C)C)CS(=O)(=O)C3)cc1	103	-1	-2.2	-0.9	8	2	-5	-12	12
Cc1c(Nc2nc(-c3ccc(Cl)cc3)cs2)c(=O)n(-c2ccccc2)n1C	96	13	0.4	-0.3	-6	-3	-10	-19	-16
CN(Cc1ccccc1)C(=O)COC(=O)Cn1cnc2ccccc21	100	3	-4.3	-3.3	-3	4	12	-1	-16
COc1ccc(C(C(=O)NC2CCCCC2)N(CC2CCCO2)C(=O)CCCC(=O)Nc2ccccn2)cc1 (configuration not stated)	106	-1	-1.7	-1.3	-18	-1	1	-42	14
O=C(Nc1ccc(Cl)cn1)c1ccc2c(Cl)c3c(nc2c1)CCC3	40*[inhibitor]	-26	0.4	-0.6	0	3	5	1	25
O=C(Nc1cccnc1)Nc1ccc(Cl)cc1Cl	107	22	-2.4	-2.5	5	0	-4	2	20
CSc1ccccc1C(=O)C1CCCN(C(=O)c2cc(C(C)C)no2)C1 (configuration not stated)	97	16	-1.9	-1.1	-5	2	-17	-18	37
Nc1ccc(Cc2nc3cc4ccccc4cc3[nH]2)cc1	107	3	-1.7	-1.2	-3	.	5	-1	23
Cc1cc(C)n2cc(CSc3nnnn3-c3ccccc3C)nc2n1	108	-6	-3.6	-1.4	-3	2	-14	-16	1
CCOc1ccc(-n2c(=O)c3c4c(sc3n(CC(=O)NCC3CCCO3)c2=O)CCC4)cc1 (configuration not stated)	98	6	-2.6	-1.2	1	7	-6	-13	40
COc1ccc(N2CCN(C(CNS(=O)(=O)c3cc(F)ccc3F)c3cccnc3)CC2)cc1 (configuration not stated)	.	-8	0.2	-1.3	-10	1	-13	-23	23
COc1ccc(OC)c(NC(=S)NCc2ccc(S(N)(=O)=O)cc2)c1	97	-9	-1.8	-1.9	-7	3	1	-3	6
Cc1ccc(N2C(=O)C(Cl)=C(NCCO)C2=O)c(C)c1	108	0	0.0	-1.9	7	-2	-1	-2	36
COc1ccc(-c2csc(NC(=O)CSCc3c(C)noc3C)n2)cc1OC	99	-4	-2.1	-0.9	3	8	1	-32	38
COc1ccc(NC(=S)NC(=O)Cc2ccccc2)cc1	101	-4	-1.4	-2.0	-7	4	-1	-11	14
O=C(CSc1nnc(SCc2ccccc2)s1)N/N=C/c1c[nH]c2ccccc12	78	15	-1.9	-0.9	5	-1	9	-2	-3
O=C(Cc1ccsc1)Nc1cc(F)ccc1F	102	-5	-3.4	-0.7	10	2	-4	-1	26
O=C(c1ccccc1Cl)N1CCN(c2ccccn2)CC1	.	13	-2.8	-3.1	1	7	8	-2	-21
Cn1c(CNc2ccc(Cl)cc2)nnc1SCc1ccccc1	97	-17	-2.1	-2.7	-4	-2	-13	-18	32
O=C(CSc1ccccn1)Nc1nonc1[N+](=O)[O-]	98	4	1.4	3.8	6	3	-4	6	21
CC1=NN(C(N)=S)C(=O)C1N=Nc1ccc(O)cc1 (configuration not stated)	97	9	-12	1.7	-4	6	-2	24	17
COc1ccc2oc(=O)cc(-c3cc4cccc(OC)c4o3)c2c1	93	9	-0.5	-1.8	-8	2	-6	-12	24
N#C/C(=C(/O)CN1C(=O)c2ccccc2C1=O)c1nc2ccccc2[nH]1	102	25	1.3	-1.3	-12	3	-16	-7	1
CCn1c(SCC(=O)NCCOc2ccccc2)nc2ccccc2c1=O	100	8	-3.3	2.6	0	6	-7	-8	1
CCC1(CC)C(=O)C(C)(C)C(=O)OC1c1cccs1 (configuration not stated)	100	-13	-2.2	-0.5	12	5	0	-13	0
COc1ccc(CCNc2ncnc3nc[nH]c23)cc1OC	92	13	-3.6	-1.2	0	0	-4	-7	3
COc1ccc(CCNC(=O)c2coc3ccccc3c2=O)cc1	105	11	-0.7	1.4	-2	4	-7	-16	23
CCOC(=O)c1cc(NC(=O)/C=C\C(=O)O)ccc1Cl	100	12	-0.1	0.1	-5	-1	-30	3	26
CN(C)c1cccc(C(=O)N(Cc2ccccc2)Cc2ccccc2)c1	105	-4	-2.5	-0.6	23	0	1	-39	30
CCOc1cccc2sc(N(CCCN(C)C)C(=O)c3ccc(S(=O)(=O)N4CCc5ccccc5C4)cc3)nc12	113	17	-1.7	-2.6	-44	6	-4	23	28
CCOC(=O)Cc1csc(/N=C/c2c(O)n(-c3ccc(C)c(C)c3)c(=O)c3ccccc23)n1	106	36	-1.6	-2.0	1	1	-10	0	-12
Cc1ccnc2nc(C(=O)OCC(=O)NCCc3ccccc3)nn12	93	-16	-1.3	-5.3	-1	-1	6	-4	-9
Cc1cccc(-n2c(O)c(C=Nc3ccccc3-c3n[nH]c(=S)[nH]c3=O)c3ccccc3c2=O)n1	99	17	-3.5	-2.6	24	-30	-14	-34	8
O=C1CCCN1CCCN1C(=O)N[C@@H](Cc2ccccc2)C1=O	108	22	-1.3	-1.9	0	-1	-42	0	18
CCc1cc2c(NC3CCCC3)ncnc2s1	102	6	-2.4	-4.3	2	4	-20	-13	30
Cc1cc(NS(=O)(=O)c2ccc(NC(=O)CSc3nnc(-c4ccco4)n3C)cc2)nc(C)n1	141*	-2	-4.9	-4.0	6	3	5	-4	9
CCOC(=O)N1CCN(C(=O)C2CC(c3ccccc3OC)=NO2)CC1 (configuration not stated)	105	17	-3.0	0.2	2	1	-12	-15	9
Cn1c(=O)c2c(nc(SCC(=O)N3CCOCC3)n2C)n(C)c1=O	102	11	-0.8	0.9	-2	-2	-8	-8	6
Cc1cc(C)cc(N2CCN(C(=O)N3CCOCC3)CC2)c1	104	13	-3.9	-3.8	-3	2	-3	-21	-14
